# NIH3T3 tox: kills NIH 3T3 cells | NIH 3T3 viability, CellTiter-Glo ATP luminescence, 48-72 h | Potency, µM (top dose mostly 96.7 µM), inactives show at the top dose activity change, negative = cytotoxicity, hits mostly inhibitors | 94,000 compounds, 4.3% hits | AID 1345082; note: potency is the fitted concentration of half-maximal effect; nearly all actives have a fitted effect of over 55% in size
#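 Luminescent ATP readout (CellTiter-Glo, 10 min RT) after 48 or 72 hr compound exposure of NIH 3T3 cells seeded at 400 cells/well in 1536-well format; quantitative HTS.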
# IP6K1 inhibitor: inhibitors of human IP6K1. IP6K1 kinase, ADP-Glo luminescence, 2 h; stronger effect = lower value. AID 1645851. 140,000 compounds, 0.81% hits. activity change, % (series mostly up to about 58 µM); in the data active = activity change below about -25%
#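 ADP-Glo luminescence measures ADP made by human IP6K1 during a 2 h RT reaction with ATP/IP6 (mix at 1.3 mM/130 uM); top library doses 57.5 and 19.1 uM final.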
# HEK cytotox: HEK 293 cell cytotoxicity; Potency, µM (series often up to 115 µM), inactives show top-dose activity change, negative = cytotoxicity, hits mostly inhibitors; HEK 293 viability, ATP luminescence (CellTiter-Glo), 48-72 h; 94,000 compounds, 6.6% hits; AID 1345083; note: potency is the fitted concentration of half-maximal effect; nearly all actives have a fitted effect of over 60% in size
#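 ATP-coupled CellTiter-Glo luminescence served as viability read-out, recorded 10 min after reagent addition at room temperature. HEK 293 cells, 250 cells/well, had been incubated with pintool-transferred compound for 48 or 72 hr at 37 degree Celsius.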
# SNCA viab count: cell viability loss counter-screen | HEK-293-SNCA-luc viability, GF-AFC fluorescence, 24 h | Potency, µM (doses to about 57.1 µM), without a hit: at the highest dose activity change, negative = cytotoxicity, hits mostly cytotoxic | 150,000 compounds, 0.12% hits | AID 1671193;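 note: potency is the fitted concentration of half-maximal effect; 0% = DMSO-treated cells and -100% = medium-only wells without cells; nearly all actives have a fitted effect of over 30% in size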
#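 HEK-293-SNCA-luc cells (1500/well) plated 24 h, then exposed 24 h to a dilution series; GF-AFC added 30 min at 37C, fluorescence 405/540 nm; normalised to medium-only and DMSO wells, Hill fit.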
# Luciferase inh: blocks purified firefly luciferase enzyme activity; 76,000 compounds, 2.5% hits; purified P. pyralis luciferase, luminescence, biochemical; P08659; AID 1347043; Potency, µM (highest dose often 115 µM), for the others: top-dose activity change, negative = inhibition, most hits filed as inhibitors; note: potency is the fitted concentration of half-maximal effect; nearly all actives have a fitted effect of over 65% in size
# Target sequence (P08659 whole entry, looked up): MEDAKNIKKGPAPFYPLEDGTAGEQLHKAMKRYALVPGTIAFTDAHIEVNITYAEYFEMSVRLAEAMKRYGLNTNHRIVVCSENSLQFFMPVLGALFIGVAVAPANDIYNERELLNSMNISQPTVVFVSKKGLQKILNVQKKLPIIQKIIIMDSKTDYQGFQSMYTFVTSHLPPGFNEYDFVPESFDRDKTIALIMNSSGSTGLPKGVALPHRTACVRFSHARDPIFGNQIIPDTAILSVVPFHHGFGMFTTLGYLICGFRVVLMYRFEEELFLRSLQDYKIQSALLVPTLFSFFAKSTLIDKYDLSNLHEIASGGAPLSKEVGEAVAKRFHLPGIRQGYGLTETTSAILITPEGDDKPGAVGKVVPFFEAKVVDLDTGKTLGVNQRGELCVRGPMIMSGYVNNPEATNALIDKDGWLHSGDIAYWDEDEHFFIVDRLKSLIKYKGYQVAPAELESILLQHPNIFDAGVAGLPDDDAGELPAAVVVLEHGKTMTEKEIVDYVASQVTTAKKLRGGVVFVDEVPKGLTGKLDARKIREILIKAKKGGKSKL
#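 Purified P. pyralis luciferase (10nM final) in 50mM Tris acetate pH 7.5, 10mM Mg acetate, 0.01% Tween-20, 0.05% BSA with 10uM D-luciferin and 10uM ATP. Compounds titrated qHTS. Luminescence imaged on CCD.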
# SNCA expr inhib: reduces expression of the alpha-synuclein gene | HEK-293 SNCA-luciferase knock-in, luminescence, 24 h | Potency, µM (titrated, usually from 57.2 µM), for the others: at the highest dose activity change, negative = inhibition, usual class: inhibitors | 140,000 compounds, 0.17% hits;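 note: potency is the fitted concentration of half-maximal effect; plate controls were DMSO cells for no effect and cell-free wells for full effect; nearly all actives have a fitted effect of over 45% in size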
# GPT2 inh: inhibitors of human GPT2 alanine aminotransferase; Q8TD30; Recombinant GPT2, coupled pyruvate oxidase/HRP Amplex Red fluorescence; Potency, µM (series often up to 57.7 µM), without a hit: at the top dose activity change, negative = inhibition, hits mostly inhibitors; 100,000 compounds, 0.25% hits; AID 1671188; note: potency is the fitted concentration of half-maximal effect; nearly all actives have a fitted effect of over 60% in size; many of its hits are not listed in these tables
# Target sequence (Q8TD30 whole entry, looked up): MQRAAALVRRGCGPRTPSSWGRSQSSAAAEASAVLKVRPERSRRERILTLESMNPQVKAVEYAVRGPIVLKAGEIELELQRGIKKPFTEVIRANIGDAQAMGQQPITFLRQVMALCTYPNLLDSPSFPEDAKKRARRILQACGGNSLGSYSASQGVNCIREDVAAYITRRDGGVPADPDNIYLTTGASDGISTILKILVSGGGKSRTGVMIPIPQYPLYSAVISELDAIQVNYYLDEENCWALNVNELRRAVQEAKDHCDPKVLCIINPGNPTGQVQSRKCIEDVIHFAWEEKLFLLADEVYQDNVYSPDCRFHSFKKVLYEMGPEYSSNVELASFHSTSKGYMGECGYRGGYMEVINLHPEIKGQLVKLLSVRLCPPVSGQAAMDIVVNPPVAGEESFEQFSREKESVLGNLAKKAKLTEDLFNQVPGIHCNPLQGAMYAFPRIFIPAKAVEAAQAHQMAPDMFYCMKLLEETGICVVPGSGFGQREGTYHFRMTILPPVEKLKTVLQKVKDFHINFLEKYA
#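 Fluorescence of coupled pyruvate oxidase/HRP/Amplex Red system (50uM Amplex, 30 min, dark) reports pyruvate formed by GPT2. Enzyme reaction: 10ng/uL GPT2, 2mM L-alanine, 250uM a-KG, 30 min room temperature, pH 7.5; 50uM AOA control.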
# * = called active by the depositor; i = inactive; u = inconclusive; x = no result given; [ ] = remark or other dose. Unless noted, calls come from the whole dose curve; as a rule, active = well fitted curve in the direction sought with a large enough effect; inconclusive = small, poorly fitted or top-dose-only effect, or another doubt; inactive = no such curve, though single readings can be large; an effect the other way counts as inactive or inconclusive. Unless noted, % is set by controls: 0 for no effect and ±100 for the full control effect. Not all compounds are listed; the hit share may differ from the screen's.
mol	NIH3T3 tox	IP6K1 inhibitor	HEK cytotox	SNCA viab count	Luciferase inh	SNCA expr inhib	GPT2 inh
Cc1cccc(CNC(=O)CCC2CCN(S(=O)(=O)c3ccccc3)CC2)c1	-27%	6	u	3%	0%	-12%	-9%
COc1ccc(-c2noc(N3CCN(c4cccc(Cl)c4)CC3)n2)cc1OC	x	-8	x	2%	x	-13%	x
COc1cccc(Nc2cnc3ccc(-c4cccc(CO)c4)nn23)c1	u	-21	u	4%[87.6 µM]	0%[172 µM]	27%[87.6 µM]	-10%[88.5 µM]
Cc1nnc(N2CCC3(CCC(=O)N(CCCN(C)C)C3)CC2)c2ccccc12	0%	4	u	3%	0%	4%	-1%
COc1ccc(-c2ccnc3nc(C4CCC4)nn23)c(F)c1	u	11	u	-11%	-6%	-5%	-2%
CCCN1CCc2nc(C(=O)Nc3nc(C)cs3)oc2CC1	-23%[138 µM]	-7	u	2%[87.6 µM]	20µM*	21%[87.6 µM]	-3%[88.5 µM]
Cc1ccc(CNC(=O)Cn2ccn(-c3ccc(C)c(C)c3)c(=O)c2=O)cc1	x	-16	x	-19%	x	46%[activator]	x
Cn1ncc2c(C(=O)NCCCc3ccccc3)cc(-c3ccccc3)nc21	-13%	1	u	-14%	x	u	i
O=C(NCCC1CCN(C(=O)Nc2ccccc2F)CC1)c1cccs1	-15%	-6	-19%	7%	1%	39%[activator]	u
CCCCCC(=O)Nc1ccc([C@H]2OCC(=O)N[C@@H]2CO)cc1	-8%[174 µM]	14	2%[172 µM]	20%[87.6 µM]	-9%[172 µM]	24%[87.6 µM]	-2%[88.5 µM]
Cc1cccc(C)c1NC(=O)c1ccc2c(c1)nnn2C1CCCC1	x	38	x	-24%	x	u	x
O=C(COc1ccccc1Cl)N(Cc1cccc(F)c1)C1CCS(=O)(=O)C1 (stereo not drawn)	x	1	x	-5%	x	-16%	x
COc1cc(NC(=O)C2CCN(S(=O)(=O)c3c(C)noc3/C=C/c3c(C)cc(C)cc3C)CC2)cc(OC)c1	x	21	x	1%	x	-14%	x
O=C(C1CC1)N1CC2CC(C1)[C@H]1CCCC(=O)N1C2 (stereo partly drawn)	i	9	3%	1%	4%	14%	i
CCOC(=O)c1c(C)oc2ncnc(N3CCN(c4cccc(Cl)c4)CC3)c12	x	24	x	2%	x	-3%	x
CN1C(=O)[C@@H]2C[C@@H](O)CN2C2(CN(Cc3cnc4ccccc4c3)C2)C1=O	-8%[174 µM]	-3	-2%[172 µM]	-6%[87.6 µM]	-21%[172 µM]	2%[87.6 µM]	i
CCCNC(=O)CC1Sc2ncccc2N(CCC)C1=O (stereo not drawn)	i	-1	-6%	-6%	2%	u	1%
Cc1ccc([S+](=O)([O-])NC2CCCN(CCn3nc4n(c3=O)CCCC4)C2)cc1 (stereo not drawn)	-3%	6	-2%	x	x	x	x
CC1CCC2(CC1)NC(=O)N(CC(=O)Nc1cccc(Cl)c1)C2=O (stereo not drawn)	i	8	u	-18%	0%	5%	i
CC1=C[C@@H](CN2CCC(C)CC2)[C@H](C(C)C)C[C@H]1Cc1nnc(-c2cccnc2)o1	u	-10	u	-28%[87.6 µM]	-4%[172 µM]	4%[87.6 µM]	i
O=C(Nc1ccc(Oc2ccccc2)cc1)O[C@@H]1CO[C@H]2[C@@H]1OC[C@@H]2NC(=S)Nc1cccc2ccccc12	u	1	u	-29%	-10%	u	i
CN1CC(=O)N(C2CCCNC2)Cc2c(NCCCN3CCCCC3)ncnc21 (stereo not drawn)	i	-10	i	11%	x	-4%	u
CCOc1ccccc1C(=O)NCc1nnc2ccc(-c3ccccc3)nn12	-14%	3	i	-1%	16%	31%[activator]	3%
COc1cccc(-c2cn3cc(C(=O)NCCCc4ccccc4)nc3s2)c1	35µM*	7	u	-26%	x	u	-49%
CC(C)Cc1nc2nccc(-c3ccc4c(c3)OCCCO4)n2n1	u	-4	u	0%	-17%	7%	i
COc1ccc(-n2c(Cc3ccccc3)nnc2SCc2nc(-c3ccccc3C)no2)cc1	x	-2	x	3%	x	-28%	x
CCN(CC)C(=O)CCc1ccc2c(c1)CN(C(=O)NC(C)C)CCO2	-18%	-2	-2%	5%[12.5 µM]	-6%	-2%	-28%
CCCCN(C)CCCNC(=O)CN1C(=O)COc2ccc(S(=O)(=O)N3CCOCC3)cc21	x	-4	x	-20%	x	-23%	x
Cc1ccc(NC(=O)Cn2c(=O)n(-c3ccc(F)cc3)c(=O)c3c2cc(C)n3C)c(C)c1	i	5	5%	u	12%	u	i
CC(=O)N1c2ccccc2CC1C(=O)N1CCN(c2cc(Cl)ccc2C)CC1 (stereo not drawn)	x	16	x	-2%	x	-6%	x
Cc1noc(C)c1CCC(=O)NC1CCc2nn(CC3CC3)c(=O)n2CC1 (stereo not drawn)	2%	-12	i	7%	8%	-14%	i
Oc1c(Br)cc(Br)c2cccnc12	x	5	x	24%[23.9 µM]	x	-61%[25.6 µM]	-27%
Fc1ccc(Cc2nc3nccc(-c4cc5ccccc5o4)n3n2)cc1	i	11	-1%	9%	-16%	33%[activator]	-5%
Cc1cccn2cc(-c3cccc(NC(=O)C(C)C)c3)nc12	x	7	x	6%	x	94%[activator]	x
COC[C@@H]1CN(C(=O)c2ccoc2)C[C@H]1c1ccccn1	3%	0	4%	-17%	-7%	-26%	2%
O=C(N[C@@H]1CN(C(=O)COc2ccc(F)cc2)CC[C@@H]1CO)C1CC1	-15%	7	i	-4%[12.5 µM]	-14%	u	1%
CC(C)NC(=O)c1cnc2sc(N3CCCCCC3)nn2c1=O	x	11	x	-1%	x	-8%	x
Cc1noc(-c2ccc(N3CCCCC3C)c([N+](=O)[O-])c2)n1 (stereo not drawn)	x	5	x	-21%	x	126%[activator]	x
O=C(/C=C\n1cnc(-c2cc(C(F)(F)F)cc(C(F)(F)F)c2)n1)N1CC(F)(F)C1	x	9	x	-33%	x	x	i
Cc1ccc(C)c(CNC(=O)CCc2conc2-c2cccc(F)c2)c1	-23%	6	-26%	10%	-12%	u	u
O=C(c1ccc(C(F)(F)F)cc1)N1CCn2c(nn(-c3cccc(Cl)c3)c2=O)C1	u	1	u	-1%	-3%	2%	i
Cc1nc(CN2CC3(CCN(C)C3)c3cc(C(=O)Nc4ccccc4)ccc32)cs1 (stereo not drawn)	u	3	u	-3%[87.6 µM]	11%[172 µM]	-7%[87.6 µM]	2%[88.5 µM]
CNC(=O)N1CCC(Oc2ccccc2-c2nc(C3CC3)no2)C1 (stereo not drawn)	-3%	-18	i	-13%	0%	u	i
CCc1ccc(CNC(=O)C2CCN(c3cc(C(F)(F)F)ncn3)CC2)cc1	u	9	u	6%	0%	-8%	i
CCOc1ccc(NC(=O)N2CCc3cc(OC)c(OC)cc3C2CNC(C)=O)cc1 (stereo not drawn)	-24%	0	-3%	-3%	-21%	4%	i
COc1ccnc(N2CC[C@H](c3nnc(-c4ccc(N(C)C)cc4)o3)C2)n1	u	-1	u	5%[87.6 µM]	-15%[172 µM]	-5%[87.6 µM]	-1%[88.5 µM]
CC(C)CNC(=O)c1nc(-c2ccc(Cl)cc2)c2cnccn12	-11%[138 µM]	10	u	9%[87.6 µM]	-4%[172 µM]	-8%[87.6 µM]	-16%[88.5 µM]
CCC(C)(C)C(=O)N1C[C@@H](CO)[C@H](c2nc(C)no2)C1	i	-5	-5%	2%	-6%	13%	i
Cc1cccc(OCCc2noc(C3CCCCN3C(=O)Nc3ccccc3)n2)c1 (stereo not drawn)	u	7	u	7%	x	-12%	i
Cc1cc2cc(-c3c(C)noc3C)nc(N3CCN(c4ccccn4)CC3)c2o1	28µM*	-11	13µM*	-4%[87.6 µM]	-19%[172 µM]	-28%[87.6 µM]	u
Cc1ccc(C(=O)N2CCC3(C2)NC(=O)c2ccccc2O3)cc1 (stereo not drawn)	u	-2	-23%[172 µM]	1%[87.6 µM]	-6%[172 µM]	83%[activator][87.6 µM]	i
O=C1CCCN1CC(=O)N1CC(Oc2ccccc2-c2nc(C3CC3)no2)C1	i	11	7%	0%	1%	1%	i
Cc1coc2cc3oc(=O)c(CC(=O)NCCc4ccccc4F)c(C)c3cc12	x	-16	x	4%	x	-3%	x
CC(C)CCN1CCC(O)(c2csc(CN3CCN(C)CC3)n2)CC1	u	19	u	-16%[87.6 µM]	-1%[172 µM]	-22%[87.6 µM]	-18%[88.5 µM]
CC(=O)Nc1ccc(CC(=O)N2CCc3c(nc4cc(-c5ccccc5Cl)[nH]n4c3=O)C2)cc1	-18%	31	-2%	8%	u	23%	i
O=C(Cn1c(=O)oc2cc(S(=O)(=O)NCc3ccccc3)ccc21)Nc1ccc(F)c(Cl)c1	x	-3	x	-10%	x	-4%	x
COc1cccc(C(=O)Nc2ccccc2C(=O)OCc2cc(=O)n3nc(C4CC4)sc3n2)c1	x	-2	x	-11%	x	1%	x
Cc1nc(CNC(=O)c2cn(CCC3CCCCN3)nn2)cc(=O)[nH]1 (stereo not drawn)	i	0	-4%	7%	-4%	29%	-19%
CC(=O)N[C@H]1[C@H](O[C@H]2CC[C@@]3(C)C(CC[C@]4(C)C3CC=C3[C@@H]5CC(C)(C)CC[C@]5(C(=O)OC5OCC(O)C(O)C5O)CC[C@]34C)C2(C)C)O[C@H](COC2OC(C)C(O)C(OC3OC(C)C(O)C(O)C3O)C2O)[C@@H](O)[C@@H]1O (stereo partly drawn)	x	8	x	-13%[12.5 µM]	x	x	i
Cn1ncc2c(C(=O)NCc3ccc4c(c3)OCO4)cc(-c3ccc(Cl)cc3)nc21	-6%	5	1%	-15%	x	99%[activator]	-16%
COc1ccc(NC(=O)N2CCCC(Cn3cnc4cccnc43)C2)cc1F (stereo not drawn)	i	-10	7%	10%	-11%	41%[activator]	i
C[S+](=O)([O-])N1CCN(Cc2ccccc2-c2cccnc2)CC1	-32%[138 µM]	13	u	1%[12.5 µM]	x	6%[87.6 µM]	-17%[88.5 µM]
O=C(Cn1cc(C(=O)c2ccco2)c2ccccc21)Nc1ccccc1	x	-15	x	u	x	-26%	x

# Not a retest: entries from further up.
mol	NIH3T3 tox	IP6K1 inhibitor	HEK cytotox	SNCA viab count	Luciferase inh	SNCA expr inhib	GPT2 inh
Cc1cccc(CNC(=O)CCC2CCN(S(=O)(=O)c3ccccc3)CC2)c1	-27%	6	u	3%	0%	-12%	-9%
COc1ccc(-c2noc(N3CCN(c4cccc(Cl)c4)CC3)n2)cc1OC	x	-8	x	2%	x	-13%	x

# From PubChem
